Screens as filed in PubChem.
tim23-1 inh: growth inhibitors of tim23-1 mutant yeast, primary screen, luminescence, uHTS; AID 463212, 2010; hit rate 1.3% among 330,000; inhibition, % at 20 µM; S. cerevisiae tim23-1 growth, BacTiter-Glo luminescence, 24 h;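 active = growth inhibition of the mutant yeast at or above 50%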;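 also: temperature-sensitive mutant grown at 25 °C; plate controls were DMSO-treated mutant yeast for no effect and medium wells lacking yeast for full effect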
Jurkat NFkB inh: inhibitors of induced NF-kB luciferase reporter, primary screen, TCR NF-kB activation inhibitor project, cell-based, luminescence, uHTS. Jurkat, PMA/ionomycin-induced NF-kB luciferase reporter. inhibition, % at 4 µM. hit rate 0.53% among 330,000. AID 435003, 2010; in the data active = inhibition above about 50%
Mdm2 MdmX PPI: inhibitors of human Mdm2-MdmX association, primary screen, cell-based, luminescence, split luciferase, SaOS-2, uHTS. Protein Mdm4 (Homo sapiens) + E3 ubiquitin-protein ligase Mdm2 (Homo sapiens), …. SaOS-2 split-luciferase Mdm2/MdmX complementation. inhibition, % at 8 µM. hit rate 3% among 330,000. AID 485346, 2010;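 active = inhibition of at least 50% at 8 µM in the primary screen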
APJ agonist: agonists of human apelin receptor APJ, primary screen, CHO-K1 cells, PathHunter beta-arrestin, luminescence; 0% DMSO wells, 100% apelin; activation, % at 20 µM; hit rate 0.11% among 330,000;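 active = activation more than six SD over the plate average, tested at 20 µM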;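 also: 0% = DMSO alone and 100% = apelin-13 at 10 nM; some results filed as inactive read as strong as hits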
Target sequence (P35414 whole entry, looked up): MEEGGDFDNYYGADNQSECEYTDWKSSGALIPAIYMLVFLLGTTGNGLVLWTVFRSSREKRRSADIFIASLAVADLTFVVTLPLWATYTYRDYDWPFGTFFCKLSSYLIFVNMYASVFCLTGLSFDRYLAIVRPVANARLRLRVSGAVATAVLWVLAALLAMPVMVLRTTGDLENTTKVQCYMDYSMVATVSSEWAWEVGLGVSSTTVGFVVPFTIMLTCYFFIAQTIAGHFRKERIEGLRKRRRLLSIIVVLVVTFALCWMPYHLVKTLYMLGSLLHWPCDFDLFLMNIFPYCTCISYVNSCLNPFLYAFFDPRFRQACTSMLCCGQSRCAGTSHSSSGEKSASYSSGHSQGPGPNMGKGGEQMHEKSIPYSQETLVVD
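Test system – PathHunter CHO-K1 APJ (AGTRL-1) beta-arrestin reporter cells · Input – 1000 cells/well · Compound – single test compound dose, 20 µM final, 1% DMSO · Times – compound stimulation 90 min at 25 °C, detection 60 min · Technique – beta-gal luminescence · Read-out basis – APJ–arrestin association signal · Control set – negative DMSO alone, positive Apelin-13 at 10 nM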
APJ antag: antagonists of human apelin receptor APJ, primary screen, CHO-K1 cells, beta-arrestin complementation, luminescence; P35414; inhibition, % at 20 µM; hit rate 0.32% among 330,000; AID 2521, 2010;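 active = inhibition above about 40% at 20 µM, limit read from the data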;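 also: cells challenged with 10 nM apelin-13 agonist together with compound; plate controls were apelin-13 plus DMSO wells for no effect and DMSO wells lacking apelin-13 for full effect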
CHOP UPR activ: activators of apoptotic CHOP UPR arm, primary screen, cell-based, CHO-CHOP luciferase reporter, luminescence, uHTS | UPR activation; percent of tunicamycin response over DMSO baseline | activation, % at 10 µM | hit rate 0.34% among 330,000 | AID 449763, 2010;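 active = at 10 µM dose, activation of 40% or more, normalized to positive control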;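 also: 100% = tunicamycin at 10 µg/mL and 0% = DMSO alone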
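Dosing – one dose, 10 µM in 0.5% DMSO · System – CHO-CHOP cells, stable luciferase reporter of PERK-eIF2a-CHOP signalling · Input – 500 cells/well · Control set – tunicamycin 10 µg/mL final as positive, DMSO-only wells as negative · Timing – 6 h compound treatment, 37 °C · Measure – % activation vs tunicamycin · Technique – luminescence read with Steady-Glo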
697 NFkB inh: inhibitors of PMA/ionomycin-induced NF-kB reporter, 697 cells, primary screen, B-cell NF-kB inhibitor project, cell-based, luminescence, uHTS; 697 B-cell NF-kB luciferase reporter, 16 h; AID 435022, 2010; hit rate 0.33% among 330,000; inhibition, % at 4 µM; in the data active = inhibition above about 35%
XBP1 UPR activ: activators of adaptive XBP1 UPR arm, primary screen, cell-based, CHO-XBP1 luciferase reporter, luminescence, uHTS; IRE1-XBP1 UPR activation; percent of tunicamycin response, DMSO as zero; activation, % at 20 µM; hit rate 0.33% among 330,000;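 active = versus positive control, 20 µM dose yields 30% or more activation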;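 also: 100% = tunicamycin at 10 µg/mL and 0% = DMSO only wells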
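Material: CHO cell line with stable XBP1 luciferase reporter; schedule: 16-18 h cell attachment at 37 °C, then 6 h compound exposure; signal: glow luminescence from Steady-Glo reagent; medium: serum-containing F12 medium, 10% FBS; benchmarks: tunicamycin 10 µg/mL and vehicle-only wells; read-out: percent activation relative to tunicamycin reference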
* = called active by the depositor.

SMILES	tim23-1 inh	Jurkat NFkB inh	Mdm2 MdmX PPI	APJ agonist	APJ antag	CHOP UPR activ	697 NFkB inh	XBP1 UPR activ
Cn1cc(CNC(=O)C2CCC(=O)N(Cc3cccc(C(F)(F)F)c3)C2)cn1 (stereo not drawn)	-0.4	-0.3	24.5	-6.4	3.3	1.2	5.2	-2.6
Cc1ccc(S(=O)(=O)c2c(C)nn(C(C)(C)C)c2OC(=O)c2ccco2)cc1	64.4*	7.2	9.2	14.1	-29.3	2.6	6.5	-3.5
CCc1ccc2[nH]c3nc(SCC(=O)NNC(=O)c4ccc(C(C)(C)C)cc4)nnc3c2c1	-9.8	-11.5	45.5	-0.9	-28.7	1.7	-14.2	59.5*
Cc1ccc2cc(COC(=O)c3ccco3)c(=O)[nH]c2c1	6.1	4.7	5.0	-1.4	8.1	1.9	16.3	-2.4
Cc1ccc(S(=O)(=O)N2CCCC(C(=O)NCCC(C)C)C2)cc1 (stereo not drawn)	12.2	-4.2	21.0	0.3	10.6	-0.9	-0.6	-4.2
CCCOC(=O)c1ccc(NC(=O)Oc2ccccc2)cc1	-16.7	-7.2	-25.2	5.8	-5.1	-0.7	5.2	8.6
Cc1c(Br)c(C(F)(F)F)nn1CC(=O)NCCCn1ccnc1	7.4	-16.5	-0.4	-0.3	1.1	-1.0	1.7	-2.6
C[C@H](CO)N1C[C@H](C)[C@@H](CN(C)C(=O)Nc2ccccc2)Oc2c(NC(=O)Nc3ccc4c(c3)OCO4)cccc2C1=O	-3.7	-7.5	-5.5	-1.6	-3.3	-0.9	5.3	1.0
O=C(c1cnsn1)N1CCN(c2ccccc2)CC1	6.2	4.3	20.7	1.5	19.3	-0.9	-8.4	-1.5
COC(=O)c1c(S(=O)(=O)N2CCOCC2)c(C)n(C)c1C	6.1	0.4	4.5	-4.2	6.3	0.6	1.9	-0.4
COc1ccccc1CNS(=O)(=O)c1ccc2c(c1)NC(=O)CO2	0.2	2.5	-8.6	0.1	10.2	-1.7	-20.9	-3.3
CCOC(=O)N1CCN(C(=S)Nc2ccc(C)cc2)CC1	-4.1	-0.3	-41.5	0.4	-0.4	-0.2	-6.5	1.8
COc1ccc(-c2cn[nH]c2-c2ccc(OC)cc2O)cc1	-12.5	17.0	70.7*	-3.9	0.6	-1.3	1.2	-2.7
C=CCn1sc(N)c(C(=O)OCC)c1=S	10.8	8.0	4.7	-4.6	6.2	-0.3	9.9	4.0
Cc1cc(-c2ccc(Cl)s2)n[nH]1	4.7	-6.7	-20.6	1.2	0.0	6.7	-25.4	4.9
COc1ccc(NC(=O)c2cccc(N3C(=O)C4C5C=CC(C6CC56)C4C3=O)c2)c(OC)c1 (stereo not drawn)	33.1	3.5	-4.0	4.9	-2.4	0.2	-23.7	1.4
Cc1cc(C(=O)COC(=O)c2ccc([N+](=O)[O-])o2)c(C)n1CC1CCCO1 (stereo not drawn)	54.2*	-8.0	10.2	10.8	-34.3	0.0	9.8	-2.6
COc1ccc(OC)c(NC(=O)CSc2nnc(-c3cnccn3)n2C)c1	-5.0	5.6	-1.2	-2.5	14.0	2.2	12.1	-1.9
CCN1c2ccccc2-c2nc3ccccc3n2C1c1cccnc1 (stereo not drawn)	22.3	4.2	9.4	-5.7	14.7	0.2	-7.4	-0.6
CCOC(=O)c1c(-c2ccc(OC)cc2)oc2ccc(O)cc12	32.0	-5.4	9.5	-1.3	-11.7	0.0	-23.8	1.9
CCn1c(C(c2ccccc2)c2ccccc2)n[nH]c1=S	6.4	-9.5	12.4	-4.2	5.6	-0.2	-16.2	-3.3
CCOc1cc(CNCCCN2CCOCC2)cc(Br)c1OCc1ccccc1Cl	-208.0	19.5	91.9*	-2.3	13.4	4.2	-5.4	14.6
CCOC(=O)N1CCC(NC(=O)Cc2cn(C)c3ccccc23)CC1	-4.5	3.4	13.9	-0.1	6.4	0.6	9.7	-3.8
O=C1c2ccccc2C(=O)N1CCCc1nc2ccccc2c(=O)n1-c1cccnc1	19.7	-1.7	12.5	0.3	15.7	-0.8	-19.1	-3.4
CCn1cc(C(=O)N2CCCC(N3CCN(c4cccc(C(F)(F)F)c4)CC3)C2)cn1 (stereo not drawn)	19.4	-6.8	-3.4	13.7	-12.6	0.4	-17.1	-2.1
CC(=O)NC(CC(=O)NCC(=O)Nc1ccc(F)c(F)c1)c1ccccc1 (stereo not drawn)	-2.1	5.3	-27.2	0.6	-7.1	1.7	25.0	-1.3
CCN1C(=O)[C@H]2[C@@H](c3ccc(-c4ccc5c(c4)OCO5)c(OC)c3)N[C@@](Cc3ccccc3)(C(=O)OC)[C@H]2C1=O	16.9	26.4	38.0	-1.9	4.7	1.1	-14.5	-1.3
COc1ccccc1CNC(=O)C1CCN(S(=O)(=O)N2CC(C)CC(C)C2)CC1 (stereo not drawn)	9.5	4.1	11.2	1.8	15.6	-0.7	-4.9	-4.3
COc1ccc(N2CCN(C(=O)COC(=O)c3ccccc3OCc3ccc(F)cc3)CC2)cc1	3.7	8.7	6.9	-2.1	9.9	-2.0	-3.9	1.2
CC(=O)N(c1nnc(-c2ccc(C)cc2)s1)C1CCCC1	27.1	-71.6	-83.3	0.0	18.6	6.8	-44.9	2.5
Cc1c(NS(=O)(=O)c2ccc(Br)cc2)c(=O)n(-c2ccccc2)n1C	-1.4	-6.3	1.5	0.5	8.8	0.6	-4.0	-3.1
Cc1cc(C)nc(N2CCC(C(=O)NC3CCCc4ccccc43)CC2)n1 (stereo not drawn)	0.8	-0.3	8.6	-2.8	8.3	0.2	7.7	-1.7
Cc1nn(Cc2ccc(C(=O)N3CCCC3)o2)c(C)c1[N+](=O)[O-]	-14.1	-8.5	10.6	-6.8	4.5	-0.4	-10.4	-2.9
CC(=O)N1CCc2cc(S(=O)(=O)N3CCOCC3)ccc21	3.3	13.9	-3.3	1.0	8.6	-1.6	4.4	0.4
Cc1nc2cc(CO)ccc2n1C	6.4	5.2	9.6	0.8	17.3	0.8	10.0	-0.6
CCOc1ccc(NC(=O)CN2C(=O)NC3(CCCC3)C2=O)cc1S(=O)(=O)N1CCCCC1	-0.6	-6.4	-16.2	-1.9	-30.6	0.1	0.8	-0.8

As entered above.
CC(=O)N1CCc2cc(S(=O)(=O)N3CCOCC3)ccc21 | tim23-1 inh = 3.3
CC(=O)NC(CC(=O)NCC(=O)Nc1ccc(F)c(F)c1)c1ccccc1 (stereo not drawn) | Mdm2 MdmX PPI = -27.2
COc1ccc(N2CCN(C(=O)COC(=O)c3ccccc3OCc3ccc(F)cc3)CC2)cc1 | tim23-1 inh = 3.7

Continued.
SMILES	tim23-1 inh	Jurkat NFkB inh	Mdm2 MdmX PPI	APJ agonist	APJ antag	CHOP UPR activ	697 NFkB inh	XBP1 UPR activ
CCn1c(CCNC(=O)c2ccccc2Cl)n[nH]c1=S	9.0	0.3	15.1	-1.0	3.0	-1.1	33.8	-3.4
O=C(CSC1=NCCS1)Nc1ccc(S(=O)(=O)N2CCCCCC2)cc1	9.8	-5.3	9.6	-1.2	-1.8	-0.5	16.6	0.8
CCC(C)NCC(=O)Nc1sc2c(c1C(N)=O)CCC2 (stereo not drawn)	18.5	-4.2	-33.6	8.7	-19.8	3.0	-42.5	1.1
CC(C)c1ccc(C(C(=O)NC2CCCC2)N(C(=O)CNC(=O)c2ccco2)c2cccnc2)cc1 (stereo not drawn)	2.7	-3.1	25.6	-4.0	11.7	-0.8	0.7	-3.7
O=C(CN1CCN(S(=O)(=O)c2ccc(F)c(F)c2)CC1)Nc1ccccc1C(=O)NC1CC1	23.3	14.8	-6.2	-2.3	1.1	2.9	13.1	-3.4
CN1CCN(S(=O)(=O)c2ccc(SCCOc3ccc(Cl)cc3)nc2)CC1	60.9*	40.3	58.6*	2.2	2.0	9.4	-21.0	8.9
Cn1c(=O)c2c(nc(SCc3ccccc3F)n2C)n(C)c1=O	15.3	-8.8	19.7	-3.3	17.4	-0.5	2.0	-1.5
Cc1cccc(NC(=O)NCc2ccc3c(c2)OCO3)c1C	9.9	-26.7	5.3	0.1	-15.4	1.4	-4.2	-0.8
O=C(C[C@@H]1C/C=C\CCCC(=O)OC[C@@H]2CCCN2C1=O)N[C@H](CO)Cc1ccccc1	4.7	9.0	10.3	-2.1	7.4	0.1	16.0	-0.9
CN(C)C(=O)c1cc([N+](=O)[O-])cc([N+](=O)[O-])c1N(C)C	-3.7	-11.2	4.4	0.1	0.3	-1.1	-26.1	-0.3
Cc1ccc2nc(NC(=O)c3ccc(-c4nc5ccccc5s4)s3)sc2c1	8.1	-2.0	98.3*	-4.2	-47.2	69.4*	-34.8	65.5*
COc1cccc(CN(C)C(=O)c2[nH]c(C)c(C(C)=O)c2C)c1OC	5.9	8.3	21.2	-0.6	0.1	-1.3	-31.1	0.9

Structures shown so far that have a tert-butyl group, in the order listed:
SMILES	tim23-1 inh	Jurkat NFkB inh	Mdm2 MdmX PPI	APJ agonist	APJ antag	CHOP UPR activ	697 NFkB inh	XBP1 UPR activ
Cc1ccc(S(=O)(=O)c2c(C)nn(C(C)(C)C)c2OC(=O)c2ccco2)cc1	64.4*	7.2	9.2	14.1	-29.3	2.6	6.5	-3.5
CCc1ccc2[nH]c3nc(SCC(=O)NNC(=O)c4ccc(C(C)(C)C)cc4)nnc3c2c1	-9.8	-11.5	45.5	-0.9	-28.7	1.7	-14.2	59.5*

Further structures.
SMILES	tim23-1 inh	Jurkat NFkB inh	Mdm2 MdmX PPI	APJ agonist	APJ antag	CHOP UPR activ	697 NFkB inh	XBP1 UPR activ
CC(C)C(NC(=O)OCc1ccccc1)C(=O)NC1CCCCC1 (stereo not drawn)	22.3	7.6	-5.6	-0.5	-2.3	3.0	15.2	0.0
O=C(c1ccc(F)cc1)C(CCCCCC(CN1CCOCC1)C(=O)c1ccc(F)cc1)CN1CCOCC1 (stereo not drawn)	24.6	3.9	13.7	-2.6	-11.8	-2.7	2.5	-7.9
Cc1nc(SCCCSc2n[nH]c(C)n2)n[nH]1	7.4	7.7	-22.2	0.1	8.1	-0.2	-5.8	-2.6
Cc1c(C)c2ccc(OCc3ccc(C(=O)O)o3)c(C)c2oc1=O	-7.2	20.1	6.2	-1.3	-5.4	-4.6	10.2	-4.5
COc1ccc(N(C)S(=O)(=O)c2c(C)[nH]c(=O)[nH]c2=O)c(OC)c1	14.3	-5.9	-16.3	-1.9	-12.8	-3.0	7.4	1.5
CCOC(=O)c1cc2c(=O)n3cccc(C)c3nc2n(CC2CCCO2)c1=NC(C)=O (stereo not drawn)	17.1	-21.8	10.2	-5.6	0.3	-3.7	9.9	-4.5
Cc1ccc(C(=O)OC(C(=O)Nc2ccc(Cl)cc2C(F)(F)F)c2ccccc2)cc1 (stereo not drawn)	15.3	6.4	-8.5	0.4	12.7	0.2	1.6	-1.0
Cc1cc(S(=O)(=O)Nc2ccc3c(c2)n(C)c(=O)n3C)ccc1F	12.2	7.6	25.7	2.1	2.7	0.9	3.6	-3.4
Nc1cccnc1S(=O)(=O)c1ccccc1	13.3	-4.7	17.2	-2.7	10.1	-0.9	7.5	1.1
